Screening data from PubChem.
USP1 inh: blocks the human USP1/UAF1 deubiquitinase complex | O94782 | hit rate 0.23% among 390,000 | recombinant USP1/UAF1, Ub-Rhodamine cleavage fluorescence | AID 743255 | Potency, µM (doses to about 57.1 µM), inactives show at the top dose activity change, negative = inhibition, usual class: inhibitors; further: potency means the concentration at half of the fitted maximal effect; on the % scale 0 is the no-effect control and ±100 the full control effect; nearly all actives have a fitted effect of over 60% in size; inactives centre near -12
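High-throughput fluorogenic screen: 1nM USP1/UAF1 complex, Ub-Rho substrate 150nM final, 50mM HEPES pH 7.8 with 0.5mM EDTA, 0.1 mg/ml BSA, 1mM TCEP and 0.01% Tween-20.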
TrxR1 inh: inhibitors of rat thioredoxin reductase 1; O89049; recombinant rTrxR1, NADPH fluorescence consumption, selenite substrate; Potency, µM (doses to about 114 µM), without a hit: top-dose activity change, negative = inhibition, hits mostly inhibitors; hit rate 1% among 390,000; AID 588453; further: potency means the concentration at half of the fitted maximal effect; on the % scale 0 is the no-effect control and ±100 the full control effect; nearly all actives have a fitted effect of over 65% in size
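Rat TrxR1 (90 nM in the dispensed reagent) was pre-reduced with 400 uM NADPH for 5 min at room temperature, then incubated with compound for 15 min. After 400 uM selenite was added, NADPH fluorescence (Ex 340/Em 450 nm) was followed for 8 min.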
mIDH1 inhibitor: human IDH1 R132H inhibition. IDH1-R132H enzyme, NADPH consumption, diaphorase/resazurin fluorescence. hit rate 0.093% among 390,000. AID 602179. Potency, µM (series often up to 76.6 µM), for the others: top-dose activity change, negative = inhibition, most hits filed as inhibitors; further: potency means the concentration at half of the fitted maximal effect; on the % scale 0 is the no-effect control and ±100 the full control effect; nearly all actives have a fitted effect of over 65% in size
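IDH1-R132H (0.5 ug/mL) preincubated 30 min with compound, then NADPH (0.016 mM) and alpha-KG (2 mM) added; 80 min at RT, pH 7.5. Remaining NADPH coupled via diaphorase/resazurin to fluorescence (540/590 nm); concentration-response curves normalized to no-enzyme control.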
PI4K2A inh: PI4K2A (human) kinase inhibition; Q9BTU6; purified PI4K2A, ADP-Glo luminescence, 1 h; active compounds read low; activity change, negative = inhibition, % at 76.9 µM; hit rate 0.13% among 420,000; AID 1346378; in the data active means activity change below about -50%; inconclusive means mostly about -30% to -49%;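 further: -100% = wells without enzyme as full effect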
Target sequence (Q9BTU6 whole entry, looked up): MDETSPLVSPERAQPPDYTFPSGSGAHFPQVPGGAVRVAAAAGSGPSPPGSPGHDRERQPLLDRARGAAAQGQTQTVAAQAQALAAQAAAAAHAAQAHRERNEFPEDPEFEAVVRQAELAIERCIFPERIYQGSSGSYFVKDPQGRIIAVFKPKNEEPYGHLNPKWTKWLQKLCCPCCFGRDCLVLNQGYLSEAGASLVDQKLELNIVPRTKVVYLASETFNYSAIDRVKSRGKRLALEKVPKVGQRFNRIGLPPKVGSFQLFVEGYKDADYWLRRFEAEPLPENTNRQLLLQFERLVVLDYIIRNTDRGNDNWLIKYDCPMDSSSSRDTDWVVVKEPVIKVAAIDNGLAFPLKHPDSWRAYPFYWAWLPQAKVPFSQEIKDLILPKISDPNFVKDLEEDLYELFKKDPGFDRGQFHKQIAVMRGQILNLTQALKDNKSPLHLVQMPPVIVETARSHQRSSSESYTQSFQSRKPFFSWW
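ADP-Glo luminescence measured ADP generated by PI4K2A enzyme (4 ug/mL before mixing) with 1.2 mM PI substrate (pre-mix) and 300 microM ATP (pre-mix). Tris pH7.5 buffer with MgCl2, Triton X-100; 1 h reaction at ambient temperature.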
GLS inh: glutaminase GLS (human) inhibition | O94925 | GLS enzymatic activity, qHTS titration | Potency, µM (series often up to 45.5 µM), for the others: at the highest dose activity change, negative = inhibition, hits mostly inhibitors | hit rate 0.21% among 410,000; further: potency means the concentration at half of the fitted maximal effect; on the % scale 0 is the no-effect control and ±100 the full control effect
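hKGA in 45 mM KH2PO4 pH 8.2, 0.02% Tween-20 with pin-transferred compounds; 1 mM L-glutamine (stock) plus glutamate oxidase/HRP/Amplex Red coupling added. Fluorescence read initially and after 30 min at RT.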
HP1b chromo inh: blocks HP1-beta chromodomain binding to methylated histone tails | P83916 | AlphaScreen HP1-beta / biotin-H3K9me3 peptide binding | Potency, µM (top dose mostly 114 µM), without a hit: top-dose activity change, negative = inhibition, hits mostly inhibitors | hit rate 0.56% among 390,000 | AID 540317; further: potency means the concentration at half of the fitted maximal effect; nearly all actives have a fitted effect of over 70% in size; inactives centre near 23
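HP1-beta protein (50 nM final) preincubated 30 min at room temperature with biotinylated H3(1-18)K9me3 peptide (50 nM) in PBS pH 7.4, 0.01% Tween-20, then compound added for 30 min. AlphaScreen streptavidin donor/nickel chelate acceptor beads (10 ug/mL final), 30 min dark, luminescence read.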
PGK inhibitor: inhibitors of T. brucei phosphoglycerate kinase; hit rate 0.043% among 380,000; Potency, µM (top dose mostly 57.5 µM), for inactives: at the top dose activity change, negative = inhibition, hits mostly inhibitors; P07378; PGK/GAPDH coupled, Kinase-Glo luminescence, 60 min; further: potency means the concentration at half of the fitted maximal effect; on the % scale 0 is the no-effect control and ±100 the full control effect; nearly all actives have a fitted effect of over 60% in size
Target sequence (P07378 whole entry, looked up): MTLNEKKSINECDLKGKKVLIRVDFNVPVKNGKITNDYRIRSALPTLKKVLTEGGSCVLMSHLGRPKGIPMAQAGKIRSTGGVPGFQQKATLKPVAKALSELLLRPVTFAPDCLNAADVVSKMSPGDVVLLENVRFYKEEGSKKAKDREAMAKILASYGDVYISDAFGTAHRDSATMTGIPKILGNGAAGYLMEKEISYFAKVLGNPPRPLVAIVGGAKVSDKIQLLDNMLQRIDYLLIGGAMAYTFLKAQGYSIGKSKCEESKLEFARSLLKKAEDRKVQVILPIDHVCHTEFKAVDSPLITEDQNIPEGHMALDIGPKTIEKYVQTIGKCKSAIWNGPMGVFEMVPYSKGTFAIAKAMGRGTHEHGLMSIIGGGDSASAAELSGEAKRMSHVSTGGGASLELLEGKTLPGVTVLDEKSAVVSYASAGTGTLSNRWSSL
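Luminescent ATP detection (Kinase-Glo Plus) follows a 60-minute room-temperature incubation, with wells lacking PGK as controls. Buffer: 100 mM TEA (pH 7.6), 5 mM MgCl2, 0.01% Tween-20. Coupling enzyme GAPDH (100 nM final) supplies unstable 1,3-BPG in-well.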
Pin1 inh: blocks the human prolyl isomerase Pin1 | Q13526 | Pin1 FP peptide displacement, HiFluor488, 10 min | Potency, µM (doses to about 115 µM), inactives show top-dose activity, negative = inhibition, hits mostly inhibitors | hit rate 0.009% among 390,000; active means well fitted inhibition curve with a large enough effect in the polarisation, with a control signal flat, not every such curve was filed as active; inconclusive means small, poorly fitted or top-dose-only effect, or effect the other way, or a change in a side signal; inactive means no such curve, though single readings can be large or run the other way; the % refers to the polarisation; further: potency means the concentration at half of the fitted maximal effect; on the % scale 0 is the no-effect control and ±100 the full control effect
Target sequence (Q13526 whole entry, looked up): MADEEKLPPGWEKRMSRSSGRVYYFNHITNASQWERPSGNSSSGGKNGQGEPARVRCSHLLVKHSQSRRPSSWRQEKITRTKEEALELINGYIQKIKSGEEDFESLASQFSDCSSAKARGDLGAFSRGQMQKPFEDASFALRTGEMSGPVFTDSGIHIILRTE
TrxR1 substrate: substrates of rat thioredoxin reductase 1. O89049. purified TrxR1 substrate turnover, NADPH consumption readout. Potency, µM (highest dose often 114 µM), for the others: at the top dose activity change, negative = substrate turnover. hit rate 0.01% among 390,000; further: potency means the concentration at half of the fitted maximal effect; on the % scale 0 is the no-effect control and ±100 the full control effect; nearly all actives have a fitted effect of over 50% in size
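Rat TrxR1, dispensed at 90 nM, was prereduced with 400 uM NADPH (final) for 5 min at ~22 deg C, then incubated with compound 15 min before 400 uM selenite. A first-read NADPH fluorescence drop versus no-compound background flagged substrates.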
The depositor's hits bear a star; i = inactive; ? = inconclusive; · = no result given; [ ] = another dose, or the depositor's remark. Unless noted, the call rests on the fitted dose curve; in most records, active means well fitted curve in the direction sought with a large enough effect; inconclusive means small, poorly fitted or top-dose-only effect, or another doubt; inactive means no such curve, though single readings can be large; an effect the other way counts as inactive or inconclusive.

Compound	USP1 inh	TrxR1 inh	mIDH1 inhibitor	PI4K2A inh	GLS inh	HP1b chromo inh	PGK inhibitor	Pin1 inh	TrxR1 substrate
COc1ccc(C(=O)N(c2ccccc2)c2nccc3ccccc23)cc1OC	-12%	-5%	-8%	-3	-2%	14%	-2%	1%	-8%
COC(=O)c1cccc(NC(=O)c2cccnc2)c1	-5%	1%	-5%	3	9%	16%	-4%	?	-4%
COc1ccc(N2C(=O)C(Cl)=C(Oc3cccc(OC)c3)C2=O)cc1	-13%	0.45µM*	5%	-6	?	?	i	-5%	-14%[57.1 µM]
O=C(Cn1nnc(-c2cccs2)n1)NNC(=O)c1ccccc1Cl	-20%	28%	-2%	2	12%	49%[activator]	-5%	4%	9%
C=CCn1nc2n(c1=O)-c1ccccc1SC2	-12%	14%	11%	-2	-2%	30%	-9%	-6%	8%
COc1ccc(CNC(=O)C2Cc3cc(S(=O)(=O)N4CCCC4)ccc3N2C(C)=O)c(OC)c1 (centres undefined)	-25%	14%	-4%	10	0%	42%[activator]	-3%	-1%	-2%
CCO[C@H]1OC(C(=O)NC2CC2)=C[C@@H](C2CC2)[C@@H]1CCCO	-25%	-10%	-4%	0	7%	19%	-7%	6%	-4%
O=C(COc1ccccc1)NC(=S)Nc1cccc(NC(=O)c2ccccc2Cl)c1	-19%	-18%	4%	-5	-7%	37%	i	30%	-9%
CCCOc1ccc(CNC(=O)c2ccc3c(c2)N(Cc2ccccc2)CCS3)cc1	-27%	105%[activator]	·	2	-11%	10%	·	5%	88%[activator]
Cc1nnc(SCC(=O)N(C(C)C)C(C)C)[nH]c1=O	-34%	6%[57.1 µM]	1%	0	2%	15%	8%	-6%	5%[57.1 µM]
N#Cc1ccc(S(=O)(=O)NCC(=O)OCC(=O)NCCc2ccccc2)cc1	-12%	18%	2%	-7	9%	29%	-3%	-2%	-2%
C/C=C(\C)C(=O)NCCN1C2=NC[C@H](Cc3ccccc3)N2C[C@@H]1Cc1ccc(OC)cc1	-24%	24%[57.1 µM]	7%	3	-14%	25%	-5%	-3%	4%[57.1 µM]
O=C(COC(=O)/C=C/c1cccc(Cl)c1Cl)Nc1ccc2[nH]c(=O)[nH]c2c1	-18%	13%	-1%	-2	-1%	22%	8%	3%	0%
Oc1ccccc1C1C=C(c2ccc3c(c2)OCO3)NC(c2cccc(F)c2)N1 (centres undefined)	·	-21%	·	·	·	20%	·	-1%	-5%
O=C(CSCc1c(Cl)cccc1Cl)Nc1ccc2c(c1)OCCO2	1%	-16%	6%	-2	11%	16%	-6%	5%	-14%
COc1ccc(N2CCC(CNC(=S)Nc3ccc(C)cc3C)C2)cc1 (centres undefined)	-24%	8%	6%	-1	29%	?	-7%	1%	8%
O=C(N/N=C/C(Br)=C/c1ccccc1)c1cccnc1	-13%	-22%	-5%	-11	7%	-3%	-4%	1%	-16%
O=C1CCc2cc(NS(=O)(=O)c3ccccc3)cc3c2N1CCC3	-26%	0%[57.1 µM]	-6%	5	28%	5%	2%	0%	-2%[57.1 µM]
Cc1cccc(NC(=O)CSc2nc3ccc(NC(=O)COc4ccc(Cl)cc4)cc3s2)c1	-6%	23%	16%	2	-7%	26%	2%	25%	-1%
Cc1cccc(NC(=O)CN2CCN(C(=O)c3ccc(OCc4cn5ccccc5n4)cc3)CC2)c1C	-12%	25%	-5%	1	-3%	48%[activator]	-12%	?	10%
COc1cc(CN(C(=S)NCC(=O)O)C2CCCC2)cc(OC)c1OC	-4%	8%	4%	-7	5%	33%	-2%	-1%	7%[57.1 µM]
COc1ccc2[nH]c(C)c(CCNC(=S)Nc3cc(C)ccc3C)c2c1	?	25%	9%	7	3%	32%	-13%	-3%	0%
Cc1ccc(S(=O)(=O)Nc2cccc(C(=O)NCC(c3ccco3)N3CCCC3)c2)cc1F (centres undefined)	-9%	14%[57.1 µM]	-2%	-6	5%	-11%	-6%	5%	11%[57.1 µM]
CC[C@@H](C)[C@H](CN[C@H](CNC)C(C)C)NC[C@@H](C)c1ccc(CC(C)C)cc1	-13%	12%	-2%	2	-5%	42%[activator]	-3%	0%	-2%
Cc1cccc(OC(=O)NCCOC(=O)N(O)c2ccc(Cl)cc2)c1	1%	?	12%	6	24%	29%	1%	1%	-8%
CCOC(=O)C(Cc1c(F)cccc1Cl)c1ccnc2nc(N)nn12 (centres undefined)	-4%	12%	-6%	0	-11%	28%	0%	0%	33%
COc1ccc(CNC(=O)Cn2cnc3c(NCc4ccccc4)ncnc32)cc1	-16%	4%	-2%	0	-1%	4%	i	-1%	-5%
CC(=O)Nc1ccc(S(=O)(=O)N2CCC(C(N)=O)(N3CCCCC3)CC2)cc1	-10%	6%[57.1 µM]	3%	-2	-12%	11%	2%	-1%	2%[57.1 µM]
COC(c1ccccc1)(c1ccccc1)C(Oc1nccc(C)n1)C(=O)O (centres undefined)	-13%	-8%[57.1 µM]	-2%	2	4%	7%	-4%	-8%	-9%[57.1 µM]
CCCC(=O)Nc1ccc(Cl)c(NC(=O)C(C)(C)C)c1	-1%	22%	9%	-7	1%	11%	0%	-3%	9%

New compounds follow:
Compound	USP1 inh	TrxR1 inh	mIDH1 inhibitor	PI4K2A inh	GLS inh	HP1b chromo inh	PGK inhibitor	Pin1 inh	TrxR1 substrate
Cc1cc(=O)oc2cc(OCC(=O)N3CCN(c4ccccc4)CC3)c(Cl)cc12	-4%	17%	-5%	-13	5%	43%[activator]	2%	-15%	5%
CSc1ccc(NC(=O)Nc2cccn(Cc3ccccc3F)c2=O)cc1	-24%	15%[57.1 µM]	21%	-3	-3%	6%	i	10%	5%[57.1 µM]
COc1ccc(-c2noc(CCCC(=O)N3CCN(c4cc(C)ccc4C)CC3)n2)cc1	?	13%	2%	1	5%	61%[activator]	1%	26%	2%
CC(C)(C)c1nnc(NC(=O)c2cc(-c3ccccc3)nc3ccccc23)s1	-2%	-17%	-3%	0	10%	-52%	-3%	3%	-1%
COc1cc(NC(=S)NC(C)(C)C)c(OC)cc1Cl	-11%	16%	0%	2	11%	-7%	-1%	0%	1%
CCC(=O)N1N=C(c2ccc(OC)cc2)CC1c1cn(-c2ccccc2)nc1-c1cccs1 (centres undefined)	-7%	14%	6%	5	9%	39%	-2%	-4%	16%
O=S1(=O)CC(O)C(N(CCO)C(=S)Nc2ccccc2)C1 (centres undefined)	-6%	15%[57.1 µM]	-4%	1	2%	12%	1%	-1%	3%[57.1 µM]
O=S(=O)(c1ccccc1)C1Cc2ccccc2C1Cl (centres undefined)	-12%	12%	-3%	-2	-1%	9%	i	1%	1%
Cc1cc(=O)oc2cc(OCC3CC(c4ccc(Br)cc4)=NO3)ccc12 (centres undefined)	-13%	25%	2%	-4	1%	34%	4%	2%	43%[activator]
COc1cc2nc(CN(C)Cc3ccc(C(C)(C)C)cc3)[nH]c(=O)c2cc1OC	-9%	6%	1%	-3	-3%	?	6%	?	-1%
CCC(C)(C)NC(=O)C(c1cccn1C)N(Cc1ccc(OC)cc1)C(=O)Cn1nnc2ccccc21 (centres undefined)	-10%	16%[57.1 µM]	-11%	-8	-16%	23%	-5%	?	5%
O=C1CCCC2(O)C1C(c1cccc(Br)c1)NC(=O)N2Cc1ccccc1 (centres undefined)	-17%	16µM*	14%	-3	1%	51%[activator]	-8%	0%	11%
COc1ccc(-c2cc(=O)oc3c(C)c(O)ccc23)cc1	-22%	18%	0%	0	-3%	24%	i	17%	-2%
CCc1ccc(C(=O)c2cnc3ccc(C)cc3c2S(=O)(=O)c2ccc(OC)cc2)cc1	-18%	12%	12%	-1	-3%	3%	-7%	?	-2%
CCOC(=O)Cc1csc(NC(=O)Cc2cccs2)n1	-18%	4%	6%	-3	·	5%	-4%	9%	1%
COCCCNC(=O)CCCn1c(=O)[nH]c2ccccc2c1=O	-1%	17%	2%	1	1%	31%	-10%	-1%	9%
O=[N+]([O-])c1cccnc1Sc1ccc(Br)cc1	?	15%[11.4 µM]	2%	-4	-2%	?	-9%	0%	3%[11.4 µM]
COc1ccc(NC(=O)c2nc(SCc3ccc(F)cc3)ncc2Cl)cc1	-15%	0%	1%	9	1%	24%	-5%	9%	-4%
Cc1ccc(CN(C(=O)c2ccccc2[N+](=O)[O-])c2ccccn2)cc1	-8%	10%	-6%	0	1%	30%	0%	-11%	0%
COC(=O)c1nnn(-c2nonc2N)c1CSc1nc2ccccc2o1	-11%	27%	3%	2	-2%	24%	·	-1%	4%
COc1ccc(CCC(=O)Nc2ccc(S(=O)(=O)NC3=NCCCCC3)cc2)cc1	-16%	·	3%	-4	1%	·	-8%	·	·
Cc1cccc(C)c1N(CC(=O)NCc1ccc(F)cc1)C(=O)c1csnn1	-7%	14%	-1%	6	3%	36%[activator]	2%	-12%	5%
O=C(Cn1ccnc1)c1ccc(Cl)cc1	-2%	?	-15%	2	11%	39%	1%	6%	-18%

Not all compounds are listed; the hit share may differ from the screen's.
